# proCasp3 act: activators of human procaspase-3 | P42574 | recombinant procaspase-3 D3A, Ac-DEVD-pNA absorbance 405 nm | activation, % at 8.5 µM | actives 0.11% (n = 330,000);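 active = activation above the mean of all tested compounds plus 3 SD, cut at about 21% in these data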;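 note: 0% = DMSO alone and 100% = DMSO wells spiked with extra 5 µM PC-3 D3A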
# Target sequence (P42574 whole entry D9A/D28A/D175A): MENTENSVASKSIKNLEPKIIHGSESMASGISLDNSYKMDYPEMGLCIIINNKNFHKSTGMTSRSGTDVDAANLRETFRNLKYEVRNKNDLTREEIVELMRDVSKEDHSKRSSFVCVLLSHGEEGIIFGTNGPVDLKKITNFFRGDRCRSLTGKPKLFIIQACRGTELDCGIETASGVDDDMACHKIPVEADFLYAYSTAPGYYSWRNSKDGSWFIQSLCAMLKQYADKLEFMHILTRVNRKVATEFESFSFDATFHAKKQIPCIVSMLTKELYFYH
#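 System: Procaspase-3 D3A mutant. Medium: Zinc-free 300 mM NaCl, 50 mM HEPES, 0.01% Triton X-100. Schedule: 1 h preincubation plus 2 h reaction at 25 °C. Measured by: 405 nm absorbance of p-nitroaniline, reads at 0 and 120 min. Read-out: percent activation relative to control range.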
# AGP1-GFP MLPCN: modulators of TOR pathway AGP1-GFP in S. cerevisiae; S. cerevisiae AGP1-GFP multiplex flow cytometry, 3 h; GFP as percent of DMSO wells; GFP response vs DMSO, % at 10 µM; actives 0.02% (n = 320,000); AID 2066;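 active = GFP response relative to DMSO above a set limit, near screen average plus 3 SD, cut at about 150% in these data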;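 note: median GFP channel fluorescence of the gated AGP1 strain per well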
# RPL19A TOR yeast: alters RPL19A-GFP fluorescence in TOR pathway yeast screen; S. cerevisiae RPL19A-GFP strain, flow cytometry, 3 h; active compounds read low; percent response vs DMSO, % at 10 µM; actives 0.3% (n = 330,000);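 active = percent response vs DMSO below 50%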;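 note: median channel GFP fluorescence of the barcoded RPL19A-GFP strain; ratio of sample median GFP to plate DMSO average so 100% = DMSO; lower means less RPL19A-GFP as with rapamycin TOR inhibition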
# MEP2-GFP yeast: yeast TOR pathway MEP2-GFP modulation. S. cerevisiae MEP2-GFP strain, flow cytometry GFP, 3 h; 100% = DMSO control level. GFP response vs DMSO, % at 10 µM. actives 0.51% (n = 330,000). AID 2016;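 active = GFP response versus DMSO above a set limit, roughly screen mean plus 3 SD, cut at about 180% in these data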;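 note: median GFP fluorescence of the barcode-gated MEP2-GFP cells per well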
# AHR act: human AHR activation; activation, % at 5 µM; AHR-responsive luciferase reporter cells, luminescence; P35869; actives 2.5% (n = 320,000); AID 2796; in the data active = activation above about 47%;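 note: 0% = vehicle wells and 100% = reference agonist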
# LAP4-GFP MLPCN: alters LAP4-GFP fluorescence in TOR pathway yeast screen | S. cerevisiae LAP4-GFP multiplex, flow cytometry GFP, 3 h; median GFP as percent of DMSO wells | GFP response vs DMSO, % at 10 µM | actives 0.34% (n = 320,000);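 active = GFP response vs DMSO above a set limit, about the screen mean plus 3 SD, cut at about 150% in these data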
# CIT2 TOR yeast: modulators of TOR pathway CIT2-GFP in S. cerevisiae; S. cerevisiae CIT2-GFP strain, flow cytometry, 3 h; 100 means same as DMSO wells; GFP response vs DMSO, % at 10 µM; actives 0.065% (n = 320,000); AID 2029;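 active = GFP response relative to DMSO above a set limit, near the screen mean plus 3 SD, cut at about 150% in these data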;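 note: ratio of well median GFP fluorescence to mean of DMSO wells on the plate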
# procasp7 counter: activates human procaspase-7, counter-screen for procaspase-3 activators | actives 0.093% (n = 330,000) | activation, % at 8.5 µM | P55210 | AID 463210 | recombinant procaspase-7, Ac-DEVD-pNA absorbance 405 nm; D23A/D198A/D206A triple mutant, cannot self-cleave; scale: DMSO 0, 5 µM enzyme 100;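 active = percent activation above the screen-wide mean plus 3 SD, cut at about 25% in these data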
# Target sequence (P55210 whole entry D23A/D198A/D206A): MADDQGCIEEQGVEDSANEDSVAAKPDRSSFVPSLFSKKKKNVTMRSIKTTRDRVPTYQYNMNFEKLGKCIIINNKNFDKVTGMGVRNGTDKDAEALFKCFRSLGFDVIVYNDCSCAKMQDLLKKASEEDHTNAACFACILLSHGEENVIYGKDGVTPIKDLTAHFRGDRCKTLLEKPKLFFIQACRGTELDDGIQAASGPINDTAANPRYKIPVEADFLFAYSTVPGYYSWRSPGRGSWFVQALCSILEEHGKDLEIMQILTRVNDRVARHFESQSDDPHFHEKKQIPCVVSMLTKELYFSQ
#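 signal = Epi-absorbance of released pNA at 405 nm, two timepoints | assay system = Uncleavable procaspase-7 mutant enzyme | reagent = Ac-DEVD-pNA substrate, 400 µM as added | times = 1 h enzyme–compound preincubation and 2 h substrate reaction, both 25 °C | benchmarks = low DMSO alone, high DMSO plus 5 µM PC-7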
# * marks the source's active call; other numbers are inactive results; · = no result given.
# Sample of the layout, 2 compounds:
SMILES,proCasp3 act,AGP1-GFP MLPCN,RPL19A TOR yeast,MEP2-GFP yeast,AHR act,LAP4-GFP MLPCN,CIT2 TOR yeast,procasp7 counter
O=S(=O)(NC1CCCCCCC1)c1cccs1,-1,97,99,99,0,107,95,-12
CC1(C)CC(=O)c2cc(OCC(=O)O)ccc2O1,-6,95,97,100,-1,90,·,-1

# The list itself, from the first entry:
SMILES,proCasp3 act,AGP1-GFP MLPCN,RPL19A TOR yeast,MEP2-GFP yeast,AHR act,LAP4-GFP MLPCN,CIT2 TOR yeast,procasp7 counter
O=S(=O)(NC1CCCCCCC1)c1cccs1,-1,97,99,99,0,107,95,-12
CC1(C)CC(=O)c2cc(OCC(=O)O)ccc2O1,-6,95,97,100,-1,90,·,-1
CCOC(=O)C1=C(N)OC2=C(C(=O)CC(C)(C)C2)C1c1cccs1 (configuration not stated),-8,104,103,104,-1,100,100,-5
COc1ccccc1OCc1ccc(C(=O)NCC(C)C)o1,1,96,103,110,10,90,106,6
COc1cccc(-c2nnn(CC(=O)Nc3ccc(C)cc3C)n2)c1OC,0,100,101,106,9,98,94,-1
CCCCCC(=O)Nc1ccc(C(=O)CN2C(=O)NC3(CCCCCC3)C2=O)cc1,10,107,100,105,-1,103,103,1
NS(=O)(=O)c1cccc2c1c([N+](=O)[O-])cc1nc(O)c(O)nc12,-2,85,100,103,-1,123,80,7
CCC(CC)C(=O)NCc1ccc2c(c1)cc(C)n2C,-1,101,95,98,2,92,97,-2
CCc1c(C)c2c(C)[nH]nc2oc1=O,7,102,101,98,-2,102,97,11
COc1cc(C(=O)COC(=O)C2CCN(c3ccc(C(F)(F)F)cn3)CC2)ccc1OC(F)F,4,89,86,89,3,92,82,-3
O=C(Nc1ccc(F)cc1)Nc1ccc(N2CCCC2)c(S(=O)(=O)Nc2ccccc2Cl)c1,3,103,99,94,15,94,101,1
COc1cc(C2NC(=O)NC(O)(C(F)(F)F)C2C(C)=O)cc(OC)c1OC (configuration not stated),2,102,106,105,-1,98,101,23
O=C(Nc1ccc2c(c1)OCCO2)c1ccc(Cl)c(Cl)c1,4,83,94,92,2,98,84,5
C/C(=C\c1ccccc1)C(=O)c1c(C)cc(C)[nH]c1=O,3,102,110,105,1,90,102,-2
CC1CCN(C(=O)Cn2cnc3c(cnn3C(C)(C)C)c2=O)CC1,-2,102,105,107,10,94,102,2
COCCn1c(=O)[nH]c2cc(C(=O)N3CCN(c4cccc(C(F)(F)F)c4)CC3)ccc2c1=O,-4,104,103,102,-1,98,103,-2
Cc1cccc(CNc2ncnc3ccc(-c4ccc5c(c4)OCO5)cc23)c1,6,103,98,95,39,102,101,-5
O=C(Nc1ccc(NC(=O)c2ccco2)cc1)c1ccc2c(c1)OCCO2,7,100,95,100,-6,96,101,-1
Cc1cc(C(=O)Nc2sc3c(c2C#N)CCC3)no1,1,96,95,93,19,99,87,2
O=C(NN1CC(C(=O)OCc2ccc(Br)cc2)CC1=O)c1ccccc1 (configuration not stated),4,97,105,96,3,79,·,5
Cc1ccc(S(=O)(=O)Oc2ccccc2N2C(=O)C3C4CCC(C4)C3C2=O)cc1 (configuration not stated),7,92,94,91,3,77,87,-1
Cc1ccc(C(=O)Nc2ccccc2C(=O)NCc2ccco2)cc1S(=O)(=O)N1CCCCC1,-2,100,99,101,0,103,100,-4
CCOC(=O)Cn1c(N2CCOCC2)nc2c1c(=O)[nH]c(=O)n2C,5,103,101,101,-1,98,106,1
Cc1ccc(N(CC(=O)NCc2ccco2)C(=O)CNS(=O)(=O)c2ccc(F)cc2)c(C)c1,-1,103,100,95,2,99,99,-18
Cc1cc(OCC(=O)N(C)Cc2ccccc2)ccc1Br,·,98,102,103,·,100,100,·
Oc1ccc2ccc3[nH]cnc3c2c1,4,103,104,103,80*,96,103,-11
Cc1ccc(-n2c(SCc3ccc(C(=O)O)cc3)nnc2-c2ccncc2)cc1,0,111,99,97,-1,109,116,2
CCc1ccc(C2=C/C(=C/c3cccnc3)C(=O)O2)cc1,-16,92,105,105,2,100,96,-10
CCOC(=O)c1ccc(NC(=S)N(CCCN2CCCC2)Cc2ccco2)cc1,-12,101,101,101,0,101,102,-3
COC1=C/C(=C/c2c(N)n3nc(CC(=O)N4CCCC4)sc3nc2=O)C=CC1=O,-1,92,107,122,4,86,129,-11
CCS(=O)(=O)c1ccc(O)c(NC(=O)Nc2ccc(C(C)(C)C)cc2)c1,-5,·,102,105,6,·,·,2
Cc1cccc(N2CN=C3SCC(=O)N3C2)c1,2,103,94,90,-1,102,95,9
O=C(COC(=O)CCC(=O)c1ccc(Cl)cc1)NC1CC1,-4,102,107,108,0,92,110,-3
Cc1ccc(NC(=O)c2c(C(F)(F)F)nn(C)c2Cl)cc1C,-5,104,105,102,8,104,97,-2
C=C(C)CSc1cc(C)nc2c(-c3ccccc3)c(C)nn12,-2,97,97,95,-2,119,91,3
COc1ccccc1OCCn1nnc2ccccc21,7,100,99,102,0,101,98,-10
CCOc1ccc(OCCCC(=O)N2CCN(S(=O)(=O)c3ccc(Cl)cc3)CC2)cc1,4,106,99,100,2,105,107,2
COc1ccc(-c2[nH]ncc2CNCC(C)(C)N2CCOCC2)cc1F,9,99,91,97,4,97,93,2
COc1ccc(C(=O)NC(=S)Nc2ccc(Cc3ccncc3)cc2)cc1,0,96,93,97,-2,96,·,-17
CCOC(=O)C1=C(C)NC(=O)NC1c1ccoc1 (configuration not stated),-2,96,100,97,4,99,98,1
S=C(NCC1CCCO1)NC1CCCCC1 (configuration not stated),-3,97,97,91,0,115,91,3
CN(CC1COc2ccccc2O1)C(=O)CSc1nncs1 (configuration not stated),9,104,96,98,2,103,101,12
O=C(CSC1CC(=O)N(CCc2ccccc2)C1=O)Nc1ccc(Br)cc1 (configuration not stated),-16,95,104,98,3,102,101,-14
CS(=O)(=O)N1CCC(C(=O)Nc2ccc(Cl)c(C(F)(F)F)c2)CC1,2,108,103,111,-2,104,104,7
Cc1cc(C)c2c(=O)cc(C(F)(F)F)oc2n1,0,100,98,94,-1,99,99,-4
CC(=O)Nc1cccc(NC(=O)CSc2nc(C3CC3)nc3ccccc23)c1,4,102,107,102,1,93,106,-15
COC(=O)C(c1cc(OC)c(O)c(OC)c1)(N1CCNC(C)C1)C(F)(F)F (configuration not stated),2,108,112,104,0,116,·,2
O=C(CCC(=O)N1CCN(c2ccccc2F)CC1)N1CCN(c2ccc(F)cc2)CC1,1,102,104,108,-1,86,111,-1
Nc1nc(-c2cccc(Br)c2)cs1,-9,97,98,106,1,113,93,0
Cc1ccc(NCc2nc3ccccc3n2CCOc2ccccc2)cc1,-3,100,106,93,10,124,82,2
Cc1sc2ncnc(N3CCC(C(=O)Nc4ccc(Br)cc4Br)CC3)c2c1C,9,105,101,99,0,106,104,10
Cc1oc(C(=O)O)cc1COc1ccc2c3c(c(=O)oc2c1)CCC3,10,98,95,95,-1,89,92,10
COCCC1CCCCN1C(=O)c1cc(COc2ccc(C)nc2)on1 (configuration not stated),-6,108,104,100,5,103,112,2
COCC(=O)N(CCc1ccc(OC)c(OC)c1)Cc1nc2ccccc2c(=O)[nH]1,4,108,104,104,0,104,109,4
CC(=O)c1ccc(N2C(=NC(=O)C(C)C)SC3CS(=O)(=O)CC32)cc1 (configuration not stated),-3,100,100,99,1,102,103,4
CC(C)OC(=O)CCCNc1ccc([N+](=O)[O-])cc1[N+](=O)[O-],15,88,93,92,-1,96,87,-7
CCOc1ccc(CCNC(=O)Cc2ccc(NC3=NC4CS(=O)(=O)CC4S3)cc2)cc1 (configuration not stated),-12,102,103,92,-1,96,97,-4
CCCCN(C(=O)CCC(=O)Nc1cc(C)on1)C(C(=O)NC1CCCC1)c1ccc(OC)cc1 (configuration not stated),0,92,93,99,0,87,98,7
O=C(Oc1ccc2c(=O)c(Oc3ccc4ccccc4c3)coc2c1)c1ccco1,-7,100,97,106,6,100,102,11
CCOc1ccc(NC(=O)C(C)Sc2nccn2C)cc1 (configuration not stated),-1,103,106,98,7,96,106,4

# Profiles from above.
# COCC(=O)N(CCc1ccc(OC)c(OC)c1)Cc1nc2ccccc2c(=O)[nH]1 as listed: proCasp3 act: 4; AGP1-GFP MLPCN: 108; RPL19A TOR yeast: 104; MEP2-GFP yeast: 104; AHR act: 0; LAP4-GFP MLPCN: 104; CIT2 TOR yeast: 109; procasp7 counter: 4
# COCCC1CCCCN1C(=O)c1cc(COc2ccc(C)nc2)on1 (configuration not stated) as listed: proCasp3 act: -6; AGP1-GFP MLPCN: 108; RPL19A TOR yeast: 104; MEP2-GFP yeast: 100; AHR act: 5; LAP4-GFP MLPCN: 103; CIT2 TOR yeast: 112; procasp7 counter: 2

# (listing goes on)
SMILES,proCasp3 act,AGP1-GFP MLPCN,RPL19A TOR yeast,MEP2-GFP yeast,AHR act,LAP4-GFP MLPCN,CIT2 TOR yeast,procasp7 counter
CN(CCCN1c2ccccc2CCc2ccccc21)CC(=O)c1ccc(Cl)cc1,3,89,101,97,0,125,86,-3
COc1cccc(C2OC(=O)c3ccccc3N2C(C)=O)c1OC(C)=O (configuration not stated),4,99,100,106,2,96,95,-3
O=C(c1ccco1)N1CCCN(Cc2cn[nH]c2-c2ccc(-c3ccccc3)cc2)CC1,-3,90,95,93,8,87,83,1
CN(N)c1nc(-c2ccccc2)nnc1C(F)(F)F,8,104,109,115,13,112,108,7
Cc1ccsc1C(=O)OCC(=O)N(C)c1c(N)n(Cc2ccccc2)c(=O)[nH]c1=O,3,115,103,103,-1,110,104,3
O=C(N/N=C/c1ccc(O)c(O)c1)C1CC1,-3,95,91,91,10,93,90,9
COc1cccc(NC(=O)CC2SC(=Nc3ccccc3)NC2=O)c1 (configuration not stated),1,96,98,100,12,94,94,5
CCN1C(=O)/C(=C\N2CCOCC2)SC1=S,-1,95,101,103,1,109,99,4
CCOC(=O)C1CCCN(C(=O)c2cn(C)c(=O)c3cc(OC)c(OC)cc23)C1 (configuration not stated),1,105,102,101,1,110,99,-5
COCCNC(=S)N1CCC(C(=O)c2ccc(C)cc2)CC1,-4,104,104,133,1,111,109,2
Cc1cc(=O)[nH]c(N/N=C/c2ccc(Br)s2)n1,-4,110,110,120,81*,103,111,13
COc1ccc(S(=O)(=O)NCC(=O)N(CC(=O)NCc2ccco2)C2CCCC2)cc1,0,99,102,92,2,91,108,-7
COc1ccc(N(C)S(=O)(=O)c2cccc(C(=O)NCc3ccc4c(c3)OCO4)c2)cc1,2,103,98,101,5,104,100,1
CCN(CC)CCNC(=O)CCN1N=C(c2ccccc2)CCC1=O,4,98,107,109,1,86,104,2
CSc1ccc(CN2CCN(C(=O)CC(C)C)CC2)cc1,-1,100,103,106,7,89,109,-3
COc1cccc(CC(=O)OCC(=O)NCc2ccc3c(c2)OCO3)c1,2,101,96,106,-1,101,100,4
Cc1ccc(C(=O)c2c3ccccc3[n+]([O-])n2CCC(=O)O)cc1,7,103,98,102,15,107,95,-10
COc1ccc(S(=O)(=O)Nc2cccc(N(C)S(C)(=O)=O)c2)cc1Br,9,102,104,101,-1,97,105,2
COc1ccc(-n2nc(C(=O)NCC(=O)N3CCN(c4ccccc4)CC3)c3ccccc3c2=O)c(OC)c1,10,87,92,96,0,76,86,0
Cc1cc(NC(=O)c2cccc(S(=O)(=O)N(C)C)c2)n(-c2ccccn2)n1,0,99,97,100,10,95,95,9
C=CCNC(=O)[C@H]1N2C(=O)c3ccccc3C2SC1(C)C (some centres not stated),-1,96,116,120,1,119,99,-2

# No enrichment for hits. Share with any hit: about 3.5%.
